uPA generation = blocks generation of uPA at the cell surface. cell surface uPA generation assay, qHTS. Potency, µM (series often up to 38.3 µM), inactives show top-dose activity change, negative = inhibition, hits mostly inhibitors. AID 540303. 330,000 compounds, 0.31% hits; active = well fitted inhibition curve with a large enough effect; inconclusive = small, poorly fitted or top-dose-only effect; inactive = no such curve, though single readings can be large or run the other way; tested in mouse RAW 264.7 cells; note: potency is the fitted concentration of half-maximal effect; % is set by controls: 0 for no effect and ±100 for the full control effect; nearly all actives have a fitted effect of over 55% in size
TSG101-PTAP inh = blocks PTAP/TSG101 interaction to inhibit HIV-1 budding. Q99816. Fluorescence polarization, FITC-PTAP peptide / Tsg101 binding. Potency, µM (highest dose often 115 µM), inactives show top-dose activity change, negative = inhibition, actives largely listed as inhibitors. 340,000 tested, under 10 active; active = well fitted inhibition curve with a large enough effect in the main read-out, with a control signal flat, not every such curve was filed as active; inconclusive = small, poorly fitted or top-dose-only effect, or effect the other way, or a change in a side signal; inactive = no such curve, though single readings can be large or run the other way; note: potency is the fitted concentration of half-maximal effect; % of control where 0% means no effect
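Fluorescence anisotropy tracks displacement of a FITC-tagged PTAP peptide (50 nM) from the Tsg101 binding domain (10 uM), following a 20 min room-temperature incubation at pH 7.5.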
Chronic BCR inh = chronic active BCR signaling inhibition; ABC-DLBCL IkBa-CBG/CBR reporter, luminescence ratio, 4 h; 340,000 compounds, 0.05% hits; Potency, µM (doses to about 46.1 µM), for inactives: top-dose ratio change, negative = lower green/red ratio, usual class: inhibitors; active = well fitted inhibition curve with a large enough effect in the signal ratio, with a control signal flat, not every such curve was filed as active; inconclusive = small, poorly fitted or top-dose-only effect, or effect the other way, or a change in a side signal; the % refers to the signal ratio;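 note: potency is the fitted concentration of half-maximal effect; plate controls were basal doxycycline-induced cells for no effect and cells given 10 µM MG132 for full effect; MG132 reads +100%, hits lower the ratio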
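Concentration-response series (up to 46 uM) were applied to TMD8 dual-reporter cells for 4 h at 37C with doxycycline. Green/red ratio, after filter-overlap correction, defined %Activity; red signal alone was normalised to basal cells and zero luminescence.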
TSHR antag = blocks TSH signaling through the human TSH receptor; P16473; TSHR-expressing cells, TSH-stimulated cAMP HTRF, 2 h; hits give low values; activity change, negative = inhibition, % at 11.5 µM; 330,000 compounds, 0.2% hits;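 active = activity change below a set negative limit, meaning inhibition stronger than a set level, cut at about -70% in these data; inconclusive = activity change between two set negative limits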; note: % is set by controls: 0 for no effect and ±100 for the full control effect
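Freshly harvested TSHR cells receive pin-tooled compound, then EC80 TSH at 4nM final. After 2 hours at 37 deg C, antibody in lysis buffer and cAMP-d2 are added; 30 minutes at ambient temperature precede the HTRF read.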
Mito fusion yeast = inhibitors of mitochondrial division or activators of mitochondrial fusion; S. cerevisiae fusion-defective mutant growth rescue, CellTiterGlo 48 h; Potency, µM (series often up to 46.1 µM), for the others: at the highest dose growth rescue (activation), most hits filed as activators; 320,000 compounds, 0.23% hits; AID 485298;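 note: potency is the fitted concentration of half-maximal effect; % of control where 0% means no effect; nearly all actives have a fitted effect of over 45% in size; temperature-sensitive fusion mutants such as fzo1-1 at 37 °C on non-fermentable ethanol glycerol medium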
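Temperature-sensitive fusion-defective S. cerevisiae (e.g. fzo1-1, mgm1-5) were grown with compound in YPEG medium (3% ethanol, 3% glycerol) for 48 hours at 37C. Growth rescue was measured as viability by CellTiterGlo luminescence after 10 minutes at ambient.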
B2AR arrestin = recruits beta-arrestin to the human beta2-adrenergic receptor | beta-arrestin recruitment to beta2AR, cell-based reporter | AID 492947 | P07550 | 330,000 compounds, 0.02% hits | Potency, µM (doses to about 46.1 µM), for inactives: at the top dose activation, hits mostly activators;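 note: potency is the fitted concentration of half-maximal effect; 0% = DMSO controls and full agonism = EC100 isoproterenol or metaproterenol; nearly all actives have a fitted effect of over 65% in size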
Target sequence (P07550 whole entry, looked up): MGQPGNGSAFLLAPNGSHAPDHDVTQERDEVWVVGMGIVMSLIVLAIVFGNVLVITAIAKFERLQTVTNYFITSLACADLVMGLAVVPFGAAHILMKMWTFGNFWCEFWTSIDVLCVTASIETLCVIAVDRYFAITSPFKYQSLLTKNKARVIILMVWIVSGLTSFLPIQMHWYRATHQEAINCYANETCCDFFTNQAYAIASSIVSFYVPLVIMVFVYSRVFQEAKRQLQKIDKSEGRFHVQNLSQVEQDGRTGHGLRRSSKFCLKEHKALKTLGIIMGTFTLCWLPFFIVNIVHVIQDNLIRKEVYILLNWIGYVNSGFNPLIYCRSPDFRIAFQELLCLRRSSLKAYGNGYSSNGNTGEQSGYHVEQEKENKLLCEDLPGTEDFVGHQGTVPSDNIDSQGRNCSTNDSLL
Tb PFK inh = T. brucei PFK enzyme inhibition | O15648 | T. brucei PFK, ADP-Glo luminescence | Potency, µM (highest dose often 57.5 µM), inactives show at the highest dose activity, negative = inhibition, hits mostly inhibitors | 330,000 compounds, 0.17% hits;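 note: potency is the fitted concentration of half-maximal effect; 0% = uninhibited 1x PFK enzyme wells and -100% = no-enzyme wells; nearly all actives have a fitted effect of over 60% in size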
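ADP-Glo luminescence quantified ADP after 45 min at room temperature, with 1.25 nM T. brucei PFK, 0.1 mM ATP and 0.5 mM fructose-6-phosphate in pH 8.0 TEA buffer. qHTS titrations up to 57 µM; curves classified by quality.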
USP2a inh = inhibitors of human ubiquitin-specific protease USP2a; USP2 core, Ub-CHOP2 coupled fluorogenic reporter, 485/531; Potency, µM (doses to about 38.3 µM), for inactives: at the top dose activity change, negative = inhibition, hits mostly inhibitors; 330,000 compounds, 0.01% hits; AID 463254;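 note: potency is the fitted concentration of half-maximal effect; plate controls were DMSO wells for no effect and full inhibition by NEM control for full effect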
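Deubiquitinase activity read as fluorescence (485/531 nm) after Ub-CHOP2 cleavage activates the enterokinase reporter on its substrate; USP2 core 10nM, Ub-CHOP2 and substrate 25nM each, 30min compound preincubation then 60min RT; data normalized to NEM, curves fitted.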
TCR act = activates T cell receptor signaling | 330,000 tested, under 10 active | primary human leukocytes, anti-CD3, IL-2 HTRF, 48 h | Potency, µM (doses to about 9.22 µM), without a hit: at the highest dose activation of IL-2 secretion, usual class: activators; note: % of control where 0% means no effect
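48 hr co-incubation of compounds, a-CD3 beads and primary human leukocytes; IL-2 quantified homogeneously by HTRF with anti-IL-2 K and d2 conjugates.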
Eya2 inh = Eya2 (human) phosphatase inhibition | recombinant Eya2, OMFP fluorescence dephosphorylation (OMFP is methylfluorescein phosphate) | 330,000 compounds, 0.006% hits | Potency, µM (top dose mostly 76.9 µM), for inactives: at the highest dose activity, negative = inhibition, usual class: inhibitors | AID 488837 | O00167; note: potency is the fitted concentration of half-maximal effect; % is set by controls: 0 for no effect and ±100 for the full control effect
Target sequence (O00167 whole entry, looked up): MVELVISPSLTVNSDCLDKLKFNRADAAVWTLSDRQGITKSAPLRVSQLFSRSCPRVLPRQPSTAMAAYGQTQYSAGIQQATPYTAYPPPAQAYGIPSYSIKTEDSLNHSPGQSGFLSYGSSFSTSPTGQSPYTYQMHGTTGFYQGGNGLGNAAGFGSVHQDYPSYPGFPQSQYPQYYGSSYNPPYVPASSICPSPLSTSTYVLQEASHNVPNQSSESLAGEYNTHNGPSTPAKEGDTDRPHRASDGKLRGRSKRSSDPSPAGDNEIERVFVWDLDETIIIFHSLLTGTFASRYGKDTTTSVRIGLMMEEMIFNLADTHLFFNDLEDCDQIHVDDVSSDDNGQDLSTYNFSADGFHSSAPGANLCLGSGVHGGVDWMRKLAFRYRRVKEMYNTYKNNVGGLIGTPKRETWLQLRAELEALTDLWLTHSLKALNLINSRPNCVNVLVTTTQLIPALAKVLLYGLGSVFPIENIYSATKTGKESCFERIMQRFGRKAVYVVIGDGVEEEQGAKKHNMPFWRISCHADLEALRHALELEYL
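Eya2 protein (added as 0.2 uM solution) was preincubated with compound for 10 min at ambient temperature in 50 mM HEPES pH 7.5, 50 mM NaCl, 5 uM MgCl2, 0.05% BSA, 1 mM DTT. OMFP (added at 50 uM) then reacted 10 min; fluorescence read at 485/525 nm.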
ELG1 DNA repair = inhibitors of ELG1-dependent DNA repair in HEK293T cells | HEK293T ELG1-luciferase reporter, luminescence, 16 h; DNA damage induced by 5-fluorouridine | Potency, µM (doses to about 46.1 µM), for the others: at the top dose activity change, negative = inhibition, hits mostly inhibitors | 330,000 compounds, 2.3% hits | AID 504467; note: potency is the fitted concentration of half-maximal effect; % is set by controls: 0 for no effect and ±100 for the full control effect; nearly all actives have a fitted effect of over 55% in size
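HEK293T cells expressing luciferase-tagged ELG1 (2,000/well) received 5-Fluorouridine plus compound or DMSO for 16 hr at 37 °C. Luciferase was read by ONE-Glo luminescence after 30 min at room temperature.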
Numbers without * were called inactive; [ ] = dose if it differs, or a comment. Unless noted, calls come from the whole dose curve; as a rule, active = well fitted curve in the direction sought with a large enough effect; inconclusive = small, poorly fitted or top-dose-only effect, or another doubt; inactive = no such curve, though single readings can be large; an effect the other way counts as inactive or inconclusive.

COc1ccc(NC(=O)CN(C)C(=O)Cc2ccc(-c3ccccc3)cc2)cc1 was read as uPA generation 3%, TSG101-PTAP inh 0%, Chronic BCR inh -5%, TSHR antag 8, Mito fusion yeast -4%, B2AR arrestin 0.8%, Tb PFK inh 2%, USP2a inh 1%, TCR act 2%, Eya2 inh 1% and ELG1 DNA repair 7%.
COC(=O)c1ccc(C(=O)OC)c(NC(=S)N2CCCC(CO)C2)c1 (stereo unspecified) was read as uPA generation 0%, TSG101-PTAP inh -7%, Chronic BCR inh 0%, TSHR antag -9, Mito fusion yeast -7%, B2AR arrestin -0.2%, Tb PFK inh 3%, USP2a inh 1%, TCR act 1%, Eya2 inh -4% and ELG1 DNA repair 10%.
Screening CN(C)S(=O)(=O)c1ccc(C(=O)OCC(=O)NCc2ccco2)cc1 returned uPA generation 5%, TSG101-PTAP inh -1%, Chronic BCR inh 12%, TSHR antag -31, Mito fusion yeast -1%, B2AR arrestin 0.5%, Tb PFK inh inconclusive, USP2a inh 0%, TCR act 7%, Eya2 inh -11% and ELG1 DNA repair -14%.
`CCCOc1ccc(N2C(=O)CC(NCCc3ccc(S(N)(=O)=O)cc3)C2=O)cc1` (stereo unspecified) gave TSG101-PTAP inh 2%, Chronic BCR inh 7%, TSHR antag 0, Mito fusion yeast -1%, B2AR arrestin 0.1%, Tb PFK inh 2%, USP2a inh inconclusive, TCR act -1%, Eya2 inh -3% and ELG1 DNA repair 12%.
For Cc1ccccc1NC(=S)NCC1CCC(CNC(=S)Nc2ccccc2C)CC1 (stereo unspecified) the results were uPA generation 0%, TSG101-PTAP inh 0%, Chronic BCR inh 8%, TSHR antag 29, Mito fusion yeast -3%, B2AR arrestin 0.3%, Tb PFK inh -22%, USP2a inh -3%, TCR act -2%, Eya2 inh -1% and ELG1 DNA repair inconclusive.
Screening COc1ccc(S(=O)(=O)N2CCCN(CC(=O)Nc3ccc(OC)c(Cl)c3)CC2)cc1 returned uPA generation -6%, TSG101-PTAP inh -3%, Chronic BCR inh 1%, TSHR antag 7, Mito fusion yeast 1%, B2AR arrestin 3.7%, Tb PFK inh 0%, USP2a inh 3%, TCR act 2%, Eya2 inh -3% and ELG1 DNA repair -10%.
COc1ccc(NC(=O)c2ccc(COc3ccc(C)cc3)o2)cc1 was read as uPA generation -13%, TSG101-PTAP inh 0%, Chronic BCR inh 15%, TSHR antag -16, Mito fusion yeast -1%, B2AR arrestin 0.8%, Tb PFK inh -2%, USP2a inh 0%, TCR act 9%, Eya2 inh 7% and ELG1 DNA repair -1%.
`Cc1cc(C)cc(NC(=S)Nc2cccc3cnccc23)c1` gave uPA generation -3%, TSG101-PTAP inh -2%, Chronic BCR inh -11%, TSHR antag 22, Mito fusion yeast -2%, B2AR arrestin 0.1%, Tb PFK inh 5%, USP2a inh 4%, TCR act 11%, Eya2 inh -4% and ELG1 DNA repair inconclusive.
CCc1ccc(-c2nnn(CCC(=O)OC)n2)cc1 was read as uPA generation 0%, TSG101-PTAP inh -9%, Chronic BCR inh inconclusive, TSHR antag inconclusive, Mito fusion yeast -1%, B2AR arrestin 0.0%, Tb PFK inh 1%, USP2a inh -2%, TCR act 2%, Eya2 inh -11% and ELG1 DNA repair inconclusive.
`O=C(NNC(=O)c1nc2ccccc2[nH]1)OCc1ccccc1` gave uPA generation -8%, TSG101-PTAP inh -1%, Chronic BCR inh -4%, TSHR antag -11, B2AR arrestin 0.1%, Tb PFK inh 3%, USP2a inh 4%, TCR act -2%, Eya2 inh -9% and ELG1 DNA repair 15%.
For CC1Cc2ccccc2N1C(=O)c1cc2cccnc2n(C)c1=O (stereo unspecified) the results were uPA generation -3%, TSG101-PTAP inh -1%, Chronic BCR inh 10%, TSHR antag 4, Mito fusion yeast 0%, B2AR arrestin 0.1%, Tb PFK inh -4%, USP2a inh 1%, TCR act 4%, Eya2 inh 1% and ELG1 DNA repair -1%.
For COc1ccc(Cl)cc1N(CC(=O)NCCSc1ccccn1)S(=O)(=O)c1ccccc1 the results were uPA generation 0%, TSG101-PTAP inh -4%, Chronic BCR inh 7%, TSHR antag -3, Mito fusion yeast 10%, B2AR arrestin -0.2%, Tb PFK inh -4%, USP2a inh -1%, TCR act -8%, Eya2 inh -4% and ELG1 DNA repair -8%.
Screening Cc1ccc(C)c(NC(=O)CN(C)C(=O)Cc2ccccc2)c1 returned uPA generation 6%, TSG101-PTAP inh 1%, Chronic BCR inh -3%, TSHR antag 15, Mito fusion yeast -4%, B2AR arrestin 5.5%, Tb PFK inh 3%, USP2a inh 1%, TCR act 2%[46.1 µM], Eya2 inh 9% and ELG1 DNA repair 0%.
`CC(=O)Nc1n[nH]c(S(=O)(=O)Cc2ccc(Cl)cc2Cl)n1` gave uPA generation 2%, TSG101-PTAP inh -2%, Chronic BCR inh 2%, TSHR antag 7, Mito fusion yeast 1%, B2AR arrestin 0.3%, Tb PFK inh -9%, USP2a inh 2%, TCR act -6%, Eya2 inh -1% and ELG1 DNA repair 1%.
`CCCN1CCN(C(=O)Cn2nc(CC)n3c(cc4sccc43)c2=O)CC1` gave uPA generation 0%, TSG101-PTAP inh -5%, Chronic BCR inh inconclusive, TSHR antag 5, Mito fusion yeast 0%, B2AR arrestin -0.2%, Tb PFK inh -1%, USP2a inh 1%, TCR act -4%, Eya2 inh 3% and ELG1 DNA repair inconclusive.
Screening Nn1cnnc1N/N=C/c1ccc(F)cc1 returned uPA generation inconclusive, TSG101-PTAP inh -6%, Chronic BCR inh inconclusive, TSHR antag 8, Mito fusion yeast -1%, B2AR arrestin -0.4%, Tb PFK inh -1%, USP2a inh -16%, TCR act -2%, Eya2 inh 7% and ELG1 DNA repair -12%.
For O=C(Nc1cccc(C(F)(F)F)c1)c1ccc(-n2cncn2)nc1 the results were uPA generation -4%, TSG101-PTAP inh -5%, Chronic BCR inh 3%, TSHR antag 2, Mito fusion yeast 18%, B2AR arrestin -0.1%, Tb PFK inh -1%, USP2a inh 6%, TCR act -4%, Eya2 inh 3% and ELG1 DNA repair inconclusive.
COc1ccc(C(=O)NCC(=O)NCC2(N(C)C)CCCCC2)cc1OC was read as uPA generation 3%, TSG101-PTAP inh -4%, Chronic BCR inh -7%, TSHR antag -3, Mito fusion yeast 1%, B2AR arrestin -0.9%, Tb PFK inh 0%, USP2a inh -1%, TCR act 1%, Eya2 inh 28% and ELG1 DNA repair 5%.
CCCC(C)NC(=O)c1ccc(OCc2ccc(Cl)cc2)c(OC)c1 (stereo unspecified) was read as uPA generation 0%, TSG101-PTAP inh 2%, Chronic BCR inh inconclusive, TSHR antag 5, Mito fusion yeast 10%, B2AR arrestin -0.5%, Tb PFK inh -4%, USP2a inh 0%, TCR act -5%[46.1 µM], Eya2 inh -3% and ELG1 DNA repair 7%.
For Clc1ncnc2scc(-c3ccccc3)c12 the results were uPA generation -16%, TSG101-PTAP inh -1%, Chronic BCR inh -6%, TSHR antag -18, Mito fusion yeast -1%, B2AR arrestin -0.1%, Tb PFK inh 0%, USP2a inh 2%, TCR act -1%, Eya2 inh 17% and ELG1 DNA repair 3%.
For CCOC(=O)c1nnn(-c2nonc2-n2cccc2)c1CCl the results were uPA generation -7%, TSG101-PTAP inh 1%, Chronic BCR inh 3%, TSHR antag 9, Mito fusion yeast -6%, B2AR arrestin 0.1%, Tb PFK inh 2%, USP2a inh 0%, TCR act 0%, Eya2 inh -13% and ELG1 DNA repair 0%.
COc1ccc(NC(=O)c2ccc3c(c2)OCCO3)cc1OC was read as uPA generation -11%, TSG101-PTAP inh 1%, Chronic BCR inh -26%, TSHR antag -3, Mito fusion yeast 0%, B2AR arrestin -0.3%, Tb PFK inh 0%, USP2a inh 0%, TCR act 3%, Eya2 inh 12% and ELG1 DNA repair inconclusive.
O=C(NNC(=O)C12CC3CC(CC(C3)C1)C2)[C@@H]1C[C@H]1c1ccccc1 was read as uPA generation 6%, TSG101-PTAP inh 1%, Chronic BCR inh -10%, TSHR antag 28, Mito fusion yeast 3%, B2AR arrestin 0.2%, Tb PFK inh 2%, USP2a inh 3%, TCR act 3%, Eya2 inh 9% and ELG1 DNA repair 7%.

Screening data: PubChem BioAssay, National Center for Advancing Translational Sciences (NCATS)
